Screens (PubChem BioAssay)
PGC1a acetyl inh = modulators of PGC1a acetylation; 350,000 compounds, 0.17% hits; U2OS PGC1a acetylation, AlphaScreen anti-acetyl-lysine; with virally co-expressed GCN5 acetyltransferase; inhibition, % at 15.6 µM;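 active = every replicate shows inhibition of at least 40%; inconclusive = mean inhibition at least 40% but some replicate below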;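 also: 0% = neutral control wells and 100% = positive control wells; some results beyond the cut were filed as inactive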
FN deposit inh = fibronectin deposition inhibition. AH1F fibroblasts, Alexa488-fibronectin deposition fluorescence, overnight. inhibition, % at 12.6 µM. 350,000 compounds, 0.086% hits;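 active = mean inhibition across replicates of 30% or more, regardless of how many single replicates reach that level; inconclusive = mean under 30% yet at least half of replicates reach 30%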;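 also: positive control wells lacked labelled fibronectin entirely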
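Assay system: AH1F fibroblasts / Quantity: 10000 cells per well / Medium: DMEM plus 2% serum, read in PBS / Reagent: labelled fibronectin 24 nM / Dosing: single dose, pinned / Times: 1 h cell attachment, overnight exposure to compound and label / Signal: fluorescence, ex 485 nm, em 525 nm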
miR-122 sensor = inhibitors of miR-122 in Huh7 cells. activation (reporter increase), % at 12.5 µM. AID 602342. Huh7 miR-122 Renilla luciferase sensor, 48 h; neutral wells = 0, positive control = 100. 340,000 compounds, 0.3% hits;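 active = mean replicate activation score at least 90 and every replicate individually at or above 90; inconclusive = only one of the two criteria met; inactive = neither criterion met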;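 also: higher luciferase means less miR-122 activity so hits act as miR-122 inhibitors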
EWS-Fli inh = EWS/Fli transcriptional activity inhibition | 350,000 compounds, 0.67% hits | inhibition, % at 12.6 µM | A673 NR0B1-luciferase reporter, viability-normalised | AID 651661;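 active = mean inhibition of at least 50% after viability correction, with every replicate also passing that limit; inconclusive = mean reaches 50% but only one of two replicates passes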;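 also: firefly luciferase signal divided by Alamar Blue viability fluorescence both relative to DMSO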
Cneo AK release = Cryptococcus neoformans lysis via adenylate kinase release | C. neoformans lysis, adenylate kinase release luminescence, 4 h; normalised: neutral wells 0, clomiphene wells 100 | lysis activity, % at 15 µM | 360,000 compounds, 0.2% hits | AID 651654;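 active = mean lysis activity across replicates of at least 80%, whatever share of replicates individually reach that level; inactive = mean lysis activity below 80%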
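Assay system: log-phase C. neoformans yeast / Quantity: yeast cell density of 5 × 10^6 cells/mL / Medium: fresh YPD growth medium / Compound: single dose / Timing: static 4 h at 37 °C with compound, 1 h detection / Measured by: adenylate kinase release luminescence / Read-out: lysis from increased AK signal / Benchmarks: Clomiphene as positive lysis control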
Casp6 inh = blocks human caspase-6 cleavage activity | inhibition, % at 12.5 µM | AID 686996 | purified caspase-6, Z-VEID-R110 cleavage fluorescence | 350,000 compounds, 0.53% hits | P55212;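 active = mean inhibition across replicates at least about 35%, with every replicate also reaching that limit, limit read from the data; inconclusive = only one of the two criteria met; inactive = neither criterion met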;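 also: 0% = median of neutral control wells and 100% = no fluorescence left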
Target sequence (P55212 24-179 limits assumed): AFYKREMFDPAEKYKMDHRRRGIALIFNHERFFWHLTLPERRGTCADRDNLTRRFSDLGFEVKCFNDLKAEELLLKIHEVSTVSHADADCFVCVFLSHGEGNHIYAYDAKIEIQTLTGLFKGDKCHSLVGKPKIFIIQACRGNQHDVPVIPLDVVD
Target sequence (P55212 194-293 limits assumed): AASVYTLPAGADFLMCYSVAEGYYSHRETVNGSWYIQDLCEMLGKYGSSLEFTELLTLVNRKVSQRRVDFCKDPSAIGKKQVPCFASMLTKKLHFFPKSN
PAX8 reporter = inhibitors of PAX8 transcriptional activity in RMG-I cells | RMG-I TPO-luciferase reporter, SteadyGlo, 24 h | 360,000 compounds, 1.2% hits | inhibition, % at 12.6 µM;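 active = mean replicate inhibition at least 60% with every replicate also reaching 60%; inconclusive = only one of the two criteria is met; inactive = mean below 60% and not all replicates reaching 60%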;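 also: luciferase light reporting Pax8 driven TPO promoter activity; plate controls were median of neutral control wells for no effect and mitoxantrone controls for full effect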
LGR2 antag = Drosophila LGR2 receptor signaling inhibition | HEK293 LGR2, CRE-luciferase, bursicon-stimulated, 4 h | inhibition, % at 9.99 µM | 380,000 compounds, 0.35% hits;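 active = drop in luminescence signal, shown as inhibition above about 50% in the replicate tests, limit read from the data, passing the limit was not always enough; inconclusive = probably only some replicates passing the limit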;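 also: agonist challenge used bursicon conditioned medium at about half maximal strength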
* = called active by the depositor; ? = inconclusive; . = not tested or not shown; [ ] = dose if it differs, or a comment.

SMILES	PGC1a acetyl inh	FN deposit inh	miR-122 sensor	EWS-Fli inh	Cneo AK release	Casp6 inh	PAX8 reporter	LGR2 antag
Cc1ccc(C(=O)NCC(=O)OCCOc2cccc(Cl)c2)cc1	.	9	.	-4	.	2	-24	-5
O=C(N/N=C/c1c(Cl)cccc1Cl)c1ccccc1F	.	-2	.	-20	.	-2	35	-32
O=C(CSc1nccc(=O)[nH]1)Nc1cccc(S(=O)(=O)N2CCOCC2)c1	1	1	0	-2	4	-3	-26	8
C/C(=N\Nc1ccc(Cl)c(C(=O)O)c1)c1cc2ccccc2o1	-2	22	-2	-5	-1	-3	-20	5
Cc1ccc(S(=O)(=O)NCC(=O)OC(C)C(=O)NC(=O)NC2CCCCC2)cc1C (configuration not stated)	14	-1	-11	-4	2	0	1	1
COc1ccccc1C(=O)Nc1nnc(-c2ccco2)s1	-16	.	0	-41	-2	6	.	9
CCN(C(=O)COC(=O)CCOc1cccc(C)c1)c1c(N)n(Cc2ccccc2)c(=O)[nH]c1=O	-2	0	-2	-4	0	2	8	-9
C[C@H](CO)N1C[C@H](C)[C@H](CN(C)C)Oc2cc(C#Cc3ccncc3)ccc2S1(=O)=O	-4	-4	1[16.7 µM]	-8	1	2	.	2
Cc1cc(N2CCCc3ccccc32)n2ncnc2n1	.	-4	-3	9	-2	-1	3	6
Cc1cccc(C)c1OCC(=O)OC/C(O)=C(\C#N)c1nc2ccccc2[nH]1	-27	-10	-5	9	0	0	69*	.
O=c1ccc(Cl)cn1Cc1ccccc1F	6	0	3	.	2	.	6	.
Cn1c(=O)[nH]c(=O)c2c1nc(N1CCCCCC1)n2CCN1CCCCCC1	1	1	-8	.	-1	.	0	.
N#C[C@@H]1[C@H](c2ccc(C#Cc3ccccc3F)cc2)[C@@H](CO)N1C(=O)C1CCC1	-5	-14	.	38	-16	3	32	?
CN1CCN(c2ccc(S(=O)(=O)N3CCOCC3)cc2NC(=O)CCc2ccccc2)CC1	1	-3	.	7	.	3	3	-5
CC(C)c1ccc(NC(=O)[C@H]2CSCN2C(=O)[C@@H]2CCC(=O)N2)cc1	10	11	-8	.	-2	-1	-5	9
CC1=NN(c2ccccc2)C(=O)C1N=Nc1cccc(O)c1 (configuration not stated)	-14	9	-4	-56	3	-1	-68	-39
CCOC(CNC(=O)c1ccc2c(c1)ncn2-c1cccc(F)c1)OCC	31	-21	-5	-16	-8	-1	-7	-6
COc1ccc(NC(=O)COC(=O)c2cc(Cl)ccc2O)cc1S(=O)(=O)N1CCCCC1	-1	3	.	3	-3	-3	-13	5
O=C(CCC(=O)c1cccs1)Nc1ccccc1F	3	.	-6	.	-1	0	.	.
CCC(c1nnnn1-c1ccc2c(c1)OCCO2)N1CCN(C(=O)c2ccco2)CC1 (configuration not stated)	.	-3	.	-6	.	3	-12	3
COc1cc(/C=N/n2c(COc3ccccc3)n[nH]c2=S)cc(Br)c1O	7	-4	7	11	0	4	6	10
Cc1ccc(C2(O)C(=O)c3ccccc3C2=O)c(O)c1C	-10	0	-6	1	1	0	1	0
CC(=O)c1ccc(OCC(=O)N(C2CCCCC2)C2CCS(=O)(=O)C2)cc1 (configuration not stated)	.	.	.	2	.	3	1	8
CCCCn1c(N)c(N(CC)C(=O)c2ccccc2C(F)(F)F)c(=O)[nH]c1=O	.	1	.	11	-1	-2	-5	-5
Cc1cc(C)nc(-n2nc(C)cc2NC(=O)CNC(C)c2ccccc2)n1 (configuration not stated)	3	-2	1	.	-1	.	1	.

(cont.)
SMILES	PGC1a acetyl inh	FN deposit inh	miR-122 sensor	EWS-Fli inh	Cneo AK release	Casp6 inh	PAX8 reporter	LGR2 antag
CC1(c2ccc3ccccc3c2)NC(=O)N(CC(=O)NCc2cccs2)C1=O (configuration not stated)	-8	-5	-6	1	1	0	17	-26
N#C[C@H]1[C@@H](c2ccc(C3=CCCC3)cc2)[C@H](CO)N1C(=O)C1CCC1	2	-7	.	8	10	1	-18	2
OCCCCc1nccc2c1[nH]c1ccccc12	.	2	.	-13	.	0	-3	-11
COc1cccc(C(=O)Nc2ccc(Cl)c(C(F)(F)F)c2)c1	-6	10	1	.	-14	.	-139	.
C[C@H]1CN([C@@H](C)CO)C(=O)c2cc(NC(=O)C3CC3)ccc2O[C@@H]1CN(C)C(=O)Nc1ccc(F)cc1	1	.	-4[16.7 µM]	.	1	2	-11	10
CC1(C(=O)Nc2ccc3c(c2)OCCO3)CCN1Cc1ccc2ccccc2c1 (configuration not stated)	-11	-1	0	4	0	-1	-9	18
CC1(C)CC(NC(=O)c2ccccc2)CC(C)(C)N1	.	2	.	-1	-1	3	3	12
COC(=O)c1cc(-c2ccc(Cl)cc2Cl)n[nH]1	-14	8	2	-6	-3	0	-56	-35
COC(=O)[C@]12C[C@H](CC(=O)NCCCCc3ccccc3)C(=O)N(Cc3ccccc3)C1=C[C@H](C(C)(C)C)O[C@@H]2C	.	-2	.	6	.	-2	15	6
O=C(C[C@@H]1CC[C@H]2[C@@H](COC[C@@H](O)CN2C(=O)Nc2ccc(Cl)cc2)O1)N1CCCCC1	11	-1	0[16.7 µM]	-47	-12	0	-87	-31
O/N=C(\C[n+]1ccccc1)c1ccc(Br)cc1	2	8	1	1	4	-2	-7	-16
COC(=O)C1(c2ccccc2)NC(c2cccs2)C2C(=O)N(C)C(=O)C21 (configuration not stated)	-5	5	-2	.	-6	.	4	.
COc1cccc(S(=O)(=O)N2CCCCN3[C@H](CO)[C@@H](c4ccc(C#CCC(C)C)cc4)[C@@H]3C2)c1	-6	-2	0[16.7 µM]	14	78	0	-4	10
C[C@H](CO)N1C[C@H](C)[C@H](CN(C)S(=O)(=O)c2cn(C)cn2)Oc2ccc(NC(=O)Nc3ccc4c(c3)OCO4)cc2C1=O	-14	.	1[16.7 µM]	-6	-1	-2	.	3
CC(NC(=O)CN1CCCC1)C12CC3CC(CC(C3)C1)C2 (configuration not stated)	4	1	-3	.	8	.	.	-14
CCOc1ccc(NC(=O)CSc2nnc(CCNC(=O)c3ccc(OC)cc3)n2C)cc1	7	.	-9	-25	-3	0	.	-7
Cc1ccc(OCC(=O)Nc2ccncc2)c(C)c1	1	-3	1	-39	-3	-1	-13	.
CCOc1ccc(C(=O)COC(=O)C2CCN(c3ccc(C(F)(F)F)cn3)CC2)cc1	.	-1	-3	-4	-1	-6	14	2
Cc1ccccc1N(CC(=O)NCCc1ccccc1)C(=O)CCC(=O)Nc1ccccn1	.	1	.	4	0	2	0	7
CNC(=O)c1cc2c(=O)n3cccc(C)c3nc2n(C(C)C)c1=N	.	-3	1	.	-3	.	-13	.
COc1ccc(NS(=O)(=O)CC23CCC(CC2=O)C3(C)C)cc1 (configuration not stated)	-4	-3	11	.	1	.	.	.
Cc1ccc(NS(=O)(=O)c2cccs2)cc1S(=O)(=O)N1CCCCCC1	-2	-9	.	3	.	-1	5	-11
CCCCCC(=O)NC(=S)Nc1ccc(Cl)cn1	.	-14	.	-8	.	-5	-12	-2
C[C@H](NC(=O)C[C@@H]1C[C@H]2c3cc(NC(=O)Cc4ccncc4)ccc3O[C@H]2[C@@H](CO)O1)c1ccccc1	4	.	6[16.7 µM]	6	-4	-1	-23	21
Cn1c(N2CCN(S(=O)(=O)c3ccc(F)cc3)CC2)nc2ccccc21	6	-5	.	-6	.	3	7	-9

Compounds from the list above that contain an aryl thioether with sulfur outside any ring:
SMILES	PGC1a acetyl inh	FN deposit inh	miR-122 sensor	EWS-Fli inh	Cneo AK release	Casp6 inh	PAX8 reporter	LGR2 antag
O=C(CSc1nccc(=O)[nH]1)Nc1cccc(S(=O)(=O)N2CCOCC2)c1	1	1	0	-2	4	-3	-26	8
CCOc1ccc(NC(=O)CSc2nnc(CCNC(=O)c3ccc(OC)cc3)n2C)cc1	7	.	-9	-25	-3	0	.	-7

(cont.)
SMILES	PGC1a acetyl inh	FN deposit inh	miR-122 sensor	EWS-Fli inh	Cneo AK release	Casp6 inh	PAX8 reporter	LGR2 antag
CCc1cc(CNC(=O)C2CCC(=O)N(Cc3ccc(Cl)cc3)C2)on1 (configuration not stated)	0	5	-3	5	-1	-3	-4	2
Cc1ccc(S(=O)(=O)Nc2ccc3c(c2)C(=O)N([C@H](C)CO)C[C@@H](C)[C@@H](CN(C)C(=O)CCCN(C)C)OCCCC[C@@H](C)O3)cc1	7	-4	-4[16.7 µM]	-3	2	-3	-1	-3
C[C@H](CO)N1C[C@H](C)[C@H](CN(C)S(=O)(=O)c2cn(C)cn2)Oc2ccc(NS(=O)(=O)c3ccccc3)cc2CC1=O	8	.	10[16.7 µM]	3	0	-1	-11	0
CC(C)(C)c1ccc(S(=O)(=O)NCC2CCCO2)cc1 (configuration not stated)	14	-6	23	0	5	-2	12	-1
O=C(NN1C(=O)c2ccccc2NC1c1cccnc1)c1ccc([N+](=O)[O-])cc1 (configuration not stated)	.	4	-6	-8	3	1	8	.
O=C(NN1CCOCC1)c1ccccc1Br	9	4	-6	-4	4	1	-24	2
CCOC(=O)N1CCC(N(C(=O)Nc2ccccc2)C(C)CC)CC1 (configuration not stated)	6	6	2	.	-3	.	.	.
CCn1nc(C(=O)Nc2ccc(S(=O)(=O)Nc3nccs3)cc2)c2ccccc2c1=O	-7	10	93*	.	1	.	-5	.
COc1ccccc1-c1nc2ccc(Cl)cc2c(=O)n1O	.	3	.	5	.	-1	-7	2
O=C(NCc1cccs1)C1CCCN1C(=O)Nc1cccc(Cl)c1 (configuration not stated)	-16	7	6	5	.	-2	14	-2
O=C(CC1CC1)N1CC2(C1)[C@H](c1ccccc1)[C@@H](CO)N2C(=O)c1cccnc1	0	.	.	0	.	0	8	3
CCS(=O)(=O)N1CC2(C1)[C@H](c1ccccc1)[C@@H](CO)N2C(=O)C1CCCC1	-3	-9	.	6	.	0	.	-12
NC(=NCc1ccco1)NC(=O)c1ccc(Cl)cc1	-7	-7	7	-137	.	0	-175	-57
N=C1SC(c2ccccc2)C(=O)N1c1ncc(Cc2ccccc2)s1 (configuration not stated)	3	-12	1	-17	-3	15	5	12
Cc1cccc(NC(=O)CCc2nnc3ccc(NCc4ccco4)nn23)n1	-8	-11	-1	.	-3	13	8	3
COc1cc(OC)cc(C(=O)NCC(=O)OCC(=O)c2cc(C)n(Cc3ccco3)c2C)c1	.	-5	1	2	-5	-2	92*	-7
COc1ccc(NC(=O)c2cc(-c3ccccc3)nc3c2cnn3C(C)C)c(OC)c1	-21	-3	-3	4	0	-2	0	5
CCOC(=O)N1CCC(NC(=O)c2cc3cc4cc(OC)ccc4nc3o2)CC1	-8	4	-6	.	13	.	0	.
CCc1ccc(N(CC(=O)NCc2cccnc2)S(=O)(=O)c2ccccc2)cc1	.	-1	-7	.	0	-3	.	-8

Entries of single compounds, quoted from the list.
Listed for Cc1ccc(S(=O)(=O)NCC(=O)OC(C)C(=O)NC(=O)NC2CCCCC2)cc1C (configuration not stated) : PGC1a acetyl inh = 14; FN deposit inh = -1; miR-122 sensor = -11; EWS-Fli inh = -4; Cneo AK release = 2; Casp6 inh = 0; PAX8 reporter = 1; LGR2 antag = 1
Listed for C[C@H](CO)N1C[C@H](C)[C@H](CN(C)C)Oc2cc(C#Cc3ccncc3)ccc2S1(=O)=O : PGC1a acetyl inh = -4; FN deposit inh = -4; miR-122 sensor = 1[16.7 µM]; EWS-Fli inh = -8; Cneo AK release = 1; Casp6 inh = 2; PAX8 reporter = .; LGR2 antag = 2
